Assay outcomes deposited in PubChem BioAssay by several laboratories.
HDAC3 inh: human HDAC3 inhibition; hit rate 0.15% among 320,000; O15379; inhibition, % at 8.3 µM; recombinant HDAC3, fluorogenic peptide/trypsin coupled, fluorescence; in the data active = inhibition above about 26%, passing the limit was not always enough
KCNQ1 act: potentiators or activators of human KCNQ1 potassium channel. CHO-K1 KCNQ1, thallium flux FluxOR fluorescence; active compounds read high. B-score at 10 µM. hit rate 0.35% among 310,000;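 active = fluorescence ratio B-score, a plate-corrected score, at least three library SD, with initial intensity B-score within 5 SD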
Target sequence (P51787 whole entry, looked up): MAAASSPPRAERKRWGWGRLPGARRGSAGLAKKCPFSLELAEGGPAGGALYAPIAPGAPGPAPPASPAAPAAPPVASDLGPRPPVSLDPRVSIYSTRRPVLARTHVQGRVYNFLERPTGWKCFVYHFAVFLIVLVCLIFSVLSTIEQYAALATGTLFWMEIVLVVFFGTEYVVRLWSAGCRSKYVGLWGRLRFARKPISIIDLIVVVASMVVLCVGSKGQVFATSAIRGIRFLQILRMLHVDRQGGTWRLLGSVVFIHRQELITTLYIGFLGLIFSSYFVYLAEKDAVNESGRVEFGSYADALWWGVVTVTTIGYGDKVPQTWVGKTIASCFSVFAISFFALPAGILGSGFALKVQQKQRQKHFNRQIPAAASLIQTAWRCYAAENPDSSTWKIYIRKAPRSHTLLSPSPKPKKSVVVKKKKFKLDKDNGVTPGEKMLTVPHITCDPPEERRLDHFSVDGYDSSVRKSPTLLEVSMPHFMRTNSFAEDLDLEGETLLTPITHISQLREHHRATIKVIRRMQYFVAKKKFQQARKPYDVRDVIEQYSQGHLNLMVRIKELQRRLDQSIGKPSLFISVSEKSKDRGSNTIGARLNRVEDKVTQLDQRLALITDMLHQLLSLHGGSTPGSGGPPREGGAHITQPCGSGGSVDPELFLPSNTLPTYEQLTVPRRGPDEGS
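Assay system: CHO-K1 cells stably expressing KCNQ1; Medium: assay buffer with matched DMSO; Also added: K+/Tl+ depolarizing stimulus; Dosing: single dose; Timing: dye 90 min, compound 20 min, room temperature; Measured by: kinetic FluxOR thallium fluorescence, 10-s 1-Hz baseline, 110-s post-stimulus read; Read-out: peak-minus-minimum fluorescence over initial fluorescence, negative-control normalized, B-scored.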
KCNQ1 inh: blocks the human KCNQ1 potassium channel. P51787. CHO-K1 KCNQ1, FluxOR thallium flux fluorescence; active compounds read high. B-score at 10 µM. hit rate 1.3% among 310,000. AID 2642;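 active = compounds whose thallium flux B-score, printed positive for inhibition, exceeds three library SD while starting fluorescence stays within three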;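 also: channel opened by potassium depolarization with thallium stimulus after 20 min compound exposure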
TMEM16A inh: mouse TMEM16A channel inhibition, primary screen | hit rate 1.2% among 310,000 | Q8BHY3 | HEK293 TMEM16A/YFP iodide influx fluorescence, ionomycin | normalized B-score (activity score, 25-100; higher = stronger inhibition) at 10 µM;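 active = ratio plate-corrected score three or more library SD toward inhibition, starting fluorescence score within five deviations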;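 also: score derived from kinetic fluorescence span divided by baseline fluorescence per well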
SKKanGAS inh: SKKanGAS growth inhibition | hit rate 1.3% among 300,000 | AID 1662 | inhibition, % at 7.5 µM | S. pyogenes SKKanGAS, kanamycin growth, BacTiter-Glo, 6 h;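 active = mean replicate score, as percent of positive control median, at least 50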;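 also: strain carries kanamycin resistance gene driven by streptokinase promoter and grows in 40 µg/ml kanamycin; loss of luminescence reflects streptokinase promoter inhibition or plain growth inhibition; 0% = median of DMSO wells and 100% = positive control at its reference dose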
hERG protect: shields human hERG channel from block by proarrhythmic agents. activation (rescue from dofetilide block), less the hit threshold, % at 10 µM. CHO-hERG, FluxOR thallium flux, dofetilide IC70 present. hit rate 0.51% among 310,000. Q12809. AID 1511;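 active = activation above the mean of controls blocked by dofetilide plus 5 SD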;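 also: thallium influx through hERG after potassium depolarization seen as dye fluorescence rise; in these data hits start at about 4.7%; inactives centre near -7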
RGS4 act: RGS4 potentiation or activation; hit rate 0.92% among 310,000; B-score at 10 µM; HEK293 M3R/inducible RGS4, carbachol calcium flux Fluo4; active compounds read low;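 active = B-score of the integrated calcium signal more than 4 SD below the library mean, with starting fluorescence not abnormally high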;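 also: negative B-score means reduced calcium response which marks RGS4 activation or potentiation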
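Assay system: Inducible-RGS4 HEK293 cells carrying M3 receptor | Schedule: Compound preincubation 20 min at room temperature before agonist | Signal: Kinetic calcium fluorescence imaging with Fluo4-AM dye, 2 µM | Read-out basis: B score from integrated fluorescence ratio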
RGS4 inh: inhibitors of human RGS4. P49798. HEK293 M3R/RGS4 inducible, Fluo-4 calcium flux; active compounds read high; triggered by carbachol at its EC20. B-score at 10 µM. hit rate 0.45% among 310,000. AID 463165;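 active = B-score, a plate-corrected calcium signal, over three deviations above library mean, with baseline fluorescence within five deviations of library mean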;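 also: RGS4 expression induced by doxycycline in cells with stable M3 receptor; B-score is computed from the integrated fluorescence ratio over baseline after carbachol; higher B-score means a larger calcium signal and so more RGS4 inhibition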
Target sequence (P49798 whole entry, looked up): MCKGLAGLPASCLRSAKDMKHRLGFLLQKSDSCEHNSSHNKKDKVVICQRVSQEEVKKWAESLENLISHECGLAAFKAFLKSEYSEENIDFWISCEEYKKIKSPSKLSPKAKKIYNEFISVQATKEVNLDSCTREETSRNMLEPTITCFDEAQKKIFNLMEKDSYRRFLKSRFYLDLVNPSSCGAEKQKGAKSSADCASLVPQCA
KCNK9 inh: inhibitors of human KCNK9 two-pore domain potassium channel; Q9NPC2; hit rate 1.2% among 310,000; AID 488922; B-score at 10 µM; HEK293 KCNK9, FluxOR thallium flux fluorescence; active compounds read low;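 active = ratio B-score over 3 SD below the library mean, with starting fluorescence within 5 SD of its mean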;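 also: negative B-score means less thallium flux so channel inhibition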
TMEM16A act: activators or potentiators of mouse TMEM16A chloride channel; B-score at 10 µM; hit rate 0.3% among 340,000; HEK293 TMEM16A/YFP-H148Q/I152L, iodide quench fluorescence; active compounds read low; Q8BHY3;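 active = fluorescence-ratio B-score plate-corrected deviation score at least 3 library SD below zero, with starting fluorescence score within 5 deviations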;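 also: channel opened by trigger with iodide after compound preincubation; score built on the fluorescence ratio of max minus min over baseline; more negative score means more quench and so TMEM16A activation or potentiation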
KCNK3 inh: human KCNK3 channel inhibition, primary screen. O14649. CHO-KCNK3 thallium flux, FluxOR fluorescence; active compounds read low. B-score at 10 µM. hit rate 0.84% among 340,000. AID 602410;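 active = B-score under library mean minus 4 SD, starting fluorescence ratio at most library mean plus 5 SD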;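 also: more negative B-score means stronger inhibition of thallium flux through KCNK3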
Numbers without * were called inactive; i = inactive; . = not tested or not shown.

SMILES	HDAC3 inh	KCNQ1 act	KCNQ1 inh	TMEM16A inh	SKKanGAS inh	hERG protect	RGS4 act	RGS4 inh	KCNK9 inh	TMEM16A act	KCNK3 inh
Cc1cccc(NC(=O)c2cc(Cl)nc3ccccc23)c1	2	i	i	i	3	-11	i	i	i	i	i
COc1ccc(C2(CNC(=O)C(c3ccccc3)c3ccccc3)CCOCC2)cc1OC	-2	i	i	i	2	-8	i	i	i	i	i
O=C(CSc1nnc(-c2cccnc2)s1)Nc1cccc(C(=O)O)c1	-5	i	i	i	2	-7	i	i	i	i	i
COc1cc(/C=C/C(=O)OCC(=O)Nc2c(C)n(C)n(-c3ccccc3)c2=O)ccc1OCC#N	-3	i	i	i	-10	-12	i	i	i	i	i
O=C(O)CN1C(=O)C2C3CC(C2C1=O)C1C(c2ccc(F)cc2)c2sc(=O)[nH]c2SC31 (stereo not given)	-1	i	i	i	-8	-7	i	i	i	i	i
COc1ccc(N/C=C(\C#N)S(=O)(=O)c2ccc(OC)cc2)cc1	9	i	i	i	-3	-12	i	i	i	i	i
COc1ccccc1CC(=O)NNS(=O)(=O)c1cccc([N+](=O)[O-])c1	2	i	i	i	2	-7	i	i	i	i	i
O=c1c(-c2ccc(Cl)cc2)coc2c(CN3CCCCC3)c(O)ccc12	-5	i	i	i	-3	-12	i	i	i	i	i
C=CCn1c(=O)c2c(nc(-n3nc(C)cc3C)n2C)n(C)c1=O	3	i	i	i	6	-1	i	i	i	i	i
O=C(N/N=C\c1cccc(Cl)c1)c1ccc(Cn2cc(Br)c([N+](=O)[O-])n2)o1	-4	i	i	i	12	-10	i	i	-16*	i	i
COc1ccc(CCNC(=O)COc2ccc(S(=O)(=O)N3CCOCC3)cc2)cc1	7	i	i	i	-12	-3	i	i	i	i	i
Cc1nc2ccccc2n1CCOc1ccc(F)cc1	5	i	i	i	-4	-9	i	i	i	i	i
CCCc1cc(=O)oc2cc(Oc3ncccn3)ccc12	2	i	i	i	-7	-11	i	i	i	i	i
O=C(N/N=C/C=C\c1ccccc1[N+](=O)[O-])c1cc(-c2ccc3ccccc3c2)n[nH]1	.	i	i	.	20	-5	i	i	i	i	i
CC(/C=N/NC(=O)c1cc(-c2ccncc2)nc2ccccc12)=C\c1ccco1	2	i	i	i	-4	-16	i	i	i	i	i

In another format: results already given.
> O=c1c(-c2ccc(Cl)cc2)coc2c(CN3CCCCC3)c(O)ccc12
- HDAC3 inh: -5
- KCNQ1 act: i
- KCNQ1 inh: i
- TMEM16A inh: i
- SKKanGAS inh: -3
- hERG protect: -12
- RGS4 act: i
- RGS4 inh: i
- KCNK9 inh: i
- TMEM16A act: i
- KCNK3 inh: i
> O=C(N/N=C/C=C\c1ccccc1[N+](=O)[O-])c1cc(-c2ccc3ccccc3c2)n[nH]1
- HDAC3 inh: .
- KCNQ1 act: i
- KCNQ1 inh: i
- TMEM16A inh: .
- SKKanGAS inh: 20
- hERG protect: -5
- RGS4 act: i
- RGS4 inh: i
- KCNK9 inh: i
- TMEM16A act: i
- KCNK3 inh: i
> COc1cc(/C=C/C(=O)OCC(=O)Nc2c(C)n(C)n(-c3ccccc3)c2=O)ccc1OCC#N
- HDAC3 inh: -3
- KCNQ1 act: i
- KCNQ1 inh: i
- TMEM16A inh: i
- SKKanGAS inh: -10
- hERG protect: -12
- RGS4 act: i
- RGS4 inh: i
- KCNK9 inh: i
- TMEM16A act: i
- KCNK3 inh: i

Further results:
SMILES	HDAC3 inh	KCNQ1 act	KCNQ1 inh	TMEM16A inh	SKKanGAS inh	hERG protect	RGS4 act	RGS4 inh	KCNK9 inh	TMEM16A act	KCNK3 inh
COC(=O)c1ccc(N2CCN(c3ccccc3)CC2)c(N)c1	-1	i	i	i	2	-6	i	i	i	i	i
COc1ccc2occ(C(=O)c3coc4ccc(O)c(CN(C)C)c34)c2c1	-5	i	i	i	1	-13	i	i	i	i	i
Cc1ccccc1CSc1nsc(N)n1	3	i	i	i	-1	-3	i	i	i	i	i
CC1(C)NC(=O)N(CC(O)COc2ccc(-c3ccccc3)cc2)C1=O (stereo not given)	1	i	i	i	-1	-4	i	i	i	i	i
CC(C)n1cnc2c(oc3ccccc32)c1=O	-2	i	i	i	0	-3	i	i	i	i	i
CCOC(=O)c1cnc(-n2nc(C)cc2C)nc1N1CCOCC1	4	i	i	i	.	-10	i	i	i	i	i
CCOC(=O)N1CCN(c2cc(N(C)CCO)c([N+](=O)[O-])c3nonc23)CC1	.	i	i	.	-16	-4	i	i	i	i	i
CCOc1ccc(NC(=O)NCCCSC2CCCCC2)cc1	9	i	i	i	-2	-8	i	i	i	i	i
Cc1cccc2sc(NC(=O)CCn3cccc3)nc12	-2	i	i	i	.	-16	i	i	i	i	i
COc1ccc(-c2[nH]ncc2CN2CCN(c3ccccn3)CC2)c(OC)c1	-4	i	i	i	-4	-2	i	i	i	i	i
S=c1nc(-c2ccccc2)c(-c2ccccc2)n[nH]1	3	i	i	i	11	-4	i	i	i	i	i
O=C(NC(=S)N1CCCc2ccccc21)c1ccc(Br)cc1	-4	16*	i	i	0	43*	i	i	i	i	i
COc1cccc(NC(=O)C(=O)NCCc2ccc(F)cc2)c1	2	i	i	i	6	-2	i	i	i	i	i
CC(=O)c1ccc(NC(=O)Nc2ccc(Br)cc2C)cc1	5	i	i	i	7	-17	i	i	i	i	i
CCn1c(SCc2ccc(Cl)c(Cl)c2)nnc1C(C)NC(=O)c1ccc(OC)cc1 (stereo not given)	6	i	i	i	1	-7	i	i	i	i	i
N#Cc1ccccc1Sc1ccccc1C(=O)OCc1nnc(-c2ccccc2)o1	-1	i	i	i	15	-8	i	i	i	i	-9.9*
O=C(NCCc1ccccc1)c1ccc2nc3cc(Cl)ccc3c(=O)n2c1	0	i	i	i	10	-2	i	i	i	i	i
COc1ccc(C(=O)N2CCN(c3ccc(NC(=O)c4cccnc4)cc3)CC2)cc1	-4	i	i	i	11	-9	i	i	i	i	i
CCCC(=O)NCCc1cc2ccc(OC)cc2[nH]c1=O	-1	i	i	i	-2	-3	i	i	i	i	i
COC(=O)c1cc([N+](=O)[O-])ccc1N1CCN(Cc2ccccc2)CC1	6	i	i	i	-2	-6	i	i	i	i	i
COCCCn1ccc(O)c(Cc2ccc(F)cc2)c1=O	-3	i	i	i	10	-2	i	i	i	i	i
COc1ccccc1C(=O)O/N=C1/CCCc2c1ccc(OC)c2[N+](=O)[O-]	9	i	i	i	0	-7	i	i	i	i	i
Cc1ccc(CNC(=O)C2CCC(=O)N(CCCN3CCOCC3)C2)cc1 (stereo not given)	-3	i	i	i	3	-5	i	i	i	i	i
CN(C)CCCn1c(=O)n(CCc2ccccc2)c(=O)c2c3c(sc21)CCCCC3	-2	i	i	i	7	-12	i	i	i	i	i
Cc1cc(=O)nc2c3ccccc3n(CC(=O)NCCCN3CCCC3=O)n12	1	i	i	i	-2	-3	i	i	i	i	i
[O-]/C(=C(\C(=S)NCc1ccccc1)[n+]1ccccc1)c1ccc(Cl)cc1	3	i	i	i	-1	-4	i	i	i	i	i
COc1nc(Nc2ccccc2)nc(OC)n1	-11	i	i	i	0	-4	i	i	i	i	i
COc1ccc(C(=O)N2CC(=O)Nc3ccccc32)cc1S(=O)(=O)N1CCCC1	-1	i	i	i	-6	-12	i	i	i	i	i
Cc1ccc(C(=O)c2nocc2C(=O)c2cccs2)cc1	-8	i	i	i	5	-5	i	i	i	i	i
Cc1cc(C(=O)COc2ccc(F)cc2Br)c(C)n1C	5	i	i	i	-3	-2	i	i	i	i	i
COc1ccc(CCNC(=O)c2cc3c(=O)n4ccccc4nc3n(Cc3ccco3)c2=N)cc1OC	0	i	i	i	2	-20	i	i	i	i	i
C=CCn1c(SCC(=O)N2CCOCC2)nc2ccccc2c1=O	-3	i	i	i	-11	-8	i	i	i	i	i
CC1CCc2sc3ncnc(N4CCN(CCO)CC4)c3c2C1 (stereo not given)	2	i	i	i	-1	-5	i	i	i	i	i
CCn1cc(C(=O)N2CCc3ccccc32)c(=O)c2cc(S(=O)(=O)N3CC(C)CC(C)C3)ccc21 (stereo not given)	11	i	i	i	12	3	i	i	i	i	i
O=C(CCCNC(=O)c1ccc(Cl)cc1)Nc1cccc(F)c1	-1	i	i	i	-8	-6	i	i	i	i	i
O=C(CN1CCN(S(=O)(=O)c2ccc3ccccc3c2)CC1)Nc1ccc(N2CCOCC2)cc1	-1	i	i	i	8	-10	i	i	i	i	i
CCOc1ccc(NC(=O)CN2CCN(C(=O)C3CCCO3)CC2)cc1 (stereo not given)	10	i	i	i	-3	-13	i	i	i	i	i
COc1ccc(N2CCN(S(=O)(=O)c3cc(Br)cnc3N)CC2)cc1	-8	i	i	i	-3	1	i	i	i	i	i
O=C(COc1ccccc1)NNc1nc2ccccc2s1	0	i	i	i	1	-12	i	i	i	i	i
O=C(COC(=O)CCCc1nc2ccccc2s1)Nc1ncc(Cl)cc1Cl	-3	i	i	i	0	-12	i	i	i	i	i
S=C(NCc1cccnc1)NCc1cccnc1	-4	i	i	i	0	-13	i	i	i	i	i
Cc1csc(C)[n+]1CC(=O)c1ccccc1	-2	i	i	i	-4	1	i	i	i	i	i
COC(=O)c1ccc2c(c1)N(Cc1nc(-c3cccc(C)c3)oc1C)C(=O)C1CCCN21 (stereo not given)	.	i	i	.	14	-2	i	i	i	.	.
COc1cc2c(cc1OC)/C(=C/c1ccc(Br)cc1)C(=O)OC2	8	i	i	i	-3	-5	i	i	i	i	i
O=C(NCC(=O)N(c1ccc(F)cc1)C(C(=O)NC1CCCC1)c1cccnc1)c1ccco1 (stereo not given)	3	i	i	i	-2	-10	i	i	i	i	i
CCN(C(=O)Cn1c(=O)n(-c2cc(OC)c(OC)c(OC)c2)c(=O)c2ccccc21)c1cccc(C)c1	-5	i	i	i	-2	-12	i	i	i	i	i
COc1ccc(S(=O)(=O)NC2(C(F)(F)F)N=C(c3ccccc3)NC2=O)cc1 (stereo not given)	3	i	i	i	0	-5	i	i	-7.9*	i	i
O=C(c1ccco1)N1CCN(C(=O)c2cnn(-c3cccc(F)c3)c2C2CCNCC2)CC1	-3	i	i	i	0	-6	i	i	i	i	i
COC(=O)c1sc(NC(=O)C(C)C)c(C(=O)OC)c1C	2	i	i	i	2	-3	i	i	i	i	i
CN(C)CCN(C(=O)C1CCN(S(=O)(=O)c2cccs2)CC1)c1nc2ccc(F)cc2s1	-1	i	i	i	39	-13	i	i	i	i	i
